From PubChem BioAssay
SMN2 splice up = enhancers of SMN2 splice variant expression; 210,000 compounds, 2.8% hits; AID 1458; HEK293 SMN2-luciferase splicing reporter, luminescence, 30-36 h; Potency, µM (series often up to 46.1 µM), without a hit: at the top dose activity change, positive = activation, hits mostly activators; further: % of control where 0% means no effect; nearly all actives have a fitted effect of over 55% in size
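HEK293 cells carry an SMN2 […]–luciferase reporter in which exon 7 inclusion puts luciferase in frame. Cells were plated 10-12 h before compound addition, then incubated 30-36 h at 37C. ONE-Glo luminescence was read; sodium butyrate at 4.5 mM final served as control.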
JMJD2E inh = inhibitors of human JMJD2E histone demethylase; B2RXH2; JMJD2E catalytic domain, FDH-coupled NADH fluorescence (FDH is formaldehyde dehydrogenase); Potency, µM (top dose mostly 57.1 µM), for the others: at the top dose activity change, negative = inhibition, actives largely listed as inhibitors; 230,000 compounds, 1.6% hits; AID 2147; active means well fitted inhibition curve with a large enough effect, not every such curve was filed as active; inconclusive means small, poorly fitted or top-dose-only effect, or another doubt; inactive means no such curve, though single readings can be large or run the other way;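 further: 0% = wells with enzyme and -100% = buffer wells without enzyme; nearly all actives have a fitted effect of over 50% in size; many of its hits are not listed in these tables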
ALDH1A1 inh = blocks purified human ALDH1A1 activity. Potency, µM (doses to about 75.3 µM), for inactives: top-dose activity, negative = inhibition, hits mostly inhibitors. Purified ALDH1A1, NADH fluorescence, propionaldehyde substrate. 220,000 compounds, 7.3% hits; active means well fitted inhibition curve with a large enough effect, not every such curve was filed as active; inconclusive means small, poorly fitted or top-dose-only effect, or another doubt; inactive means no such curve, though single readings can be large or run the other way;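 further: plate controls were no enzyme wells and a reference inhibitor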
L3MBTL1 inh = L3MBTL1 (human) inhibition | AlphaScreen L3MBTL1–H3K9me1 peptide binding | Potency, µM (highest dose often 57.1 µM), for the others: at the highest dose activity, negative = inhibition, usual class: inhibitors | 230,000 compounds, 0.66% hits | AID 485360; further: on the % scale 0 is the no-effect control and ±100 the full control effect; nearly all actives have a fitted effect of over 60% in size
Target sequence (Q9Y468 whole entry, looked up): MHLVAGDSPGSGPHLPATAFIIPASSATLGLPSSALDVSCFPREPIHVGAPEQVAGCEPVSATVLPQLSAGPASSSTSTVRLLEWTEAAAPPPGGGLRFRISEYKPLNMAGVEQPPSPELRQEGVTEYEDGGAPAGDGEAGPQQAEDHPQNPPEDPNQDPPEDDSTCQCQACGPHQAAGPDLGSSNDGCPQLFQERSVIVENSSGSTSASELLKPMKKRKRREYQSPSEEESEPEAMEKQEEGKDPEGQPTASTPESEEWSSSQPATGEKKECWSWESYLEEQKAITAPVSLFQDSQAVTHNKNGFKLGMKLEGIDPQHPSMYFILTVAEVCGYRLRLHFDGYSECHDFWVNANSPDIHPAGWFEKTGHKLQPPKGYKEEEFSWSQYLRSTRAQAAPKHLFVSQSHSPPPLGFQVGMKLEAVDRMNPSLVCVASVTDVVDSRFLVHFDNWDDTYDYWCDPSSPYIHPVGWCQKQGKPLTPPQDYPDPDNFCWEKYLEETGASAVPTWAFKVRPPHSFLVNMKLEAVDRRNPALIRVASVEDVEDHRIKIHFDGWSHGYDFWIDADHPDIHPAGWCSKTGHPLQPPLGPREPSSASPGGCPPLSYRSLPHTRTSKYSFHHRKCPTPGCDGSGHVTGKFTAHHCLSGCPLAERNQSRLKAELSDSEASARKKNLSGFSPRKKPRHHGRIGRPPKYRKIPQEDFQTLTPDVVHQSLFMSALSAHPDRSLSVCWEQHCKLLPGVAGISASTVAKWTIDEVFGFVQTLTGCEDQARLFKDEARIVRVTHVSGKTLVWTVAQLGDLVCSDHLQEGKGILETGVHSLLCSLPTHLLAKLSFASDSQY
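AlphaScreen proximity signal between nickel-chelate acceptor and streptavidin donor beads (final 10 ug/mL) reports binding of 50 nM L3MBTL1 to 75 nM biotin-H3 K9me1 peptide; complex incubated with compounds 30 min at room temperature; cefsulodin titration as control.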
Lamin A splicing = LMNA splicing modulation; 200,000 compounds, 0.01% hits; Potency, µM (titrated, usually from 46.1 µM), for inactives: at the top dose ratio change, negative = inhibition, actives largely listed as inhibitors; HeLa LMNA splicing GFP/RFP minigene ratio, 48 h; active means well fitted inhibition curve with a large enough effect in the signal ratio, with a control signal flat, not every such curve was filed as active; inconclusive means small, poorly fitted or top-dose-only effect, or effect the other way, or a change in a side signal; the % refers to the signal ratio; further: on the % scale 0 is the no-effect control and ±100 the full control effect
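S3 HeLa cells stably expressing lamin A-EGFP splicing minigene plus DsRed2, 600 cells/well, 48 h compound exposure at 37C. Laser-scanning cytometry; analysed as GFP (500-530 nm)/RFP (575-640 nm) total intensity ratio; 0.5% DMSO vehicle.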
RECQ1 helicase = blocks DNA unwinding by human RECQ1 | RECQ1 DNA unwinding, red fluorescence kinetic read | P46063 | 240,000 compounds, 0.54% hits | Potency, µM (titrated, usually from 57.3 µM), inactives show at the top dose activity, negative = inhibition, most hits filed as inhibitors;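 further: plate controls were vehicle for no effect and no enzyme for full effect; nearly all actives have a fitted effect of over 30% in size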
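50 nM RECQ1T1 preincubated 15 min with compound in Tris pH 8.0 buffer with MgCl2, DTT, Tween-20 and 2.5 ug/ml poly(dI-dC); started with 200 nM TAMRA/BHQ-2 forked duplex and 2 mM ATP. Unwinding read as fluorescence (525/598 nm), two reads 2 h apart.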
KinaseGlo FLuc = blocks Kinase-Glo luciferase, a counter-screen artifact; Potency, µM (titrated, usually from 38.3 µM), for the others: at the highest dose activity change, negative = inhibition, most hits filed as inhibitors; 200,000 compounds, 0.28% hits; Q27757; Kinase-Glo luciferase, ATP luminescence, 8 min; AID 1379; further: on the % scale 0 is the no-effect control and ±100 the full control effect; nearly all actives have a fitted effect of over 60% in size
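Recombinant Kinase-Glo luciferase, 10 uM ATP (linear range), luciferin; imidazole pH 7.2 / KCl / MgCl2 / Tween / BSA buffer; 8 min RT; luminescence.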
Tau fibril ThT = tau fibrillization inhibition (ThT binding); Potency, µM (doses to about 57.4 µM), without a hit: top-dose activity, negative = inhibition, actives largely listed as inhibitors; recombinant tau K18 P301L (four-repeat tau fragment), heparin-induced fibrillization, ThT fluorescence; 270,000 compounds, 2.1% hits; P10636; further: on the % scale 0 is the no-effect control and ±100 the full control effect; nearly all actives have a fitted effect of over 55% in size
Target sequence (P10636 561-689 P618L limits assumed): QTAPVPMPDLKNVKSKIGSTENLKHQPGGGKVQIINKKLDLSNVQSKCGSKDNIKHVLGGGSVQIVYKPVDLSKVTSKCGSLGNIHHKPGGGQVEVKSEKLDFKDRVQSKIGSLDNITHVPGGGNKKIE
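K18 P301L tau (15 uM + 0.24 uM Alexa 594-tagged), heparin 20 uM, NaOAc pH 7, 6 h 37 C; ThT 30 uM, 1 h RT, ex 450/em 510 nm.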
Starred values were filed as active, the others as inactive; i = inactive; ? = inconclusive; nt = not tested or not shown; & = joins results of further samples; [ ] = remark or other dose. Unless noted, the call rests on the fitted dose curve; in most records, active means well fitted curve in the direction sought with a large enough effect; inconclusive means small, poorly fitted or top-dose-only effect, or another doubt; inactive means no such curve, though single readings can be large; an effect the other way counts as inactive or inconclusive. Potency means the concentration at half of the fitted maximal effect. A portion of the library; rates above refer to the full screens.

SMILES	SMN2 splice up	JMJD2E inh	ALDH1A1 inh	L3MBTL1 inh	Lamin A splicing	RECQ1 helicase	KinaseGlo FLuc	Tau fibril ThT
CC(C)CC(COCc1cccc(Cl)c1)N1CCN(C(=O)c2ccc(C(F)(F)F)cc2)CCC1=O (configuration not stated)	-18%	4%	-7%	0%	?	-5%	0%	?
COC(=O)c1cccc(C(=O)N2CCCC(C(=O)c3cc(F)ccc3F)C2)c1 (configuration not stated)	nt	8%	?	-2%	16%[46 µM]	i	-3%	-9%
CN(CC(=O)Nc1cccc2ccccc12)C(=O)/C=C/c1cccs1	-11%	19%	4%	5%	2%	-4%	1%	-13%
CC(C)OC(=O)C1C(=O)CC(C)(O)C(C(=O)OC(C)C)C1c1ccc(F)cc1 (configuration not stated)	-10%	3%	0%	nt	15%	-7%	1%	-1%
N#CC1=C(N)N(c2ccc(Cl)c(Cl)c2)C(=O)C1	3%	-3%	28µM*	-1%	-5%[46 µM]	13%	3%	?
CNCCCC1c2ccccc2C=Cc2ccccc21	-39%[inhibitor]	?	5%	-27%	?	-7%	1%	-16%&-7%
CC1=C(C(=O)OC(C)C)[C@@H](c2cccc3nonc23)C([N+](=O)[O-])=C(C)N1	2%	nt	-7%	nt	nt	-1%	nt	?
O=C(C[n+]1cccc(/C=N/O)c1)N1CCCCCC1	-9%	3%	1%	nt	nt	-4%	1%	-3%
CC1C/C(=N/NC(=O)c2cccc(F)c2)c2ccc(O)cc2C1 (configuration not stated)	-4%	6%	-7%	-3%	-8%	-1%	1%	-8%
O=C(CN1C(=O)NC(CCc2ccccc2)C1=O)NC1CC1 (configuration not stated)	1%	0%	8%	2%	9%[46 µM]	-13%	2%	4%
CC(=O)Nc1ccc(S(=O)(=O)N2CCCC(C(=O)O)C2)cc1 (configuration not stated)	-2%	6%	-1%	-19%	-23%[46 µM]	i	-2%	-2%
COc1ccccc1-n1c(=O)c2c3c(sc2n2c(SC(C)C)nnc12)CCC3	-3%	-4%	-13%	1%	-8%	-8%	-2%	-18%
COc1cc(/C=N/NC(=O)c2ccc(COc3ccccc3Cl)o2)cc(Br)c1O	14%	-12%	3%	7%	8%	?	-1%	?
COCCOc1cc(N2C(=O)CSCC2=O)c(Cl)cc1Cl	4%	-2%	1%	-1%	8%	-6%	6%	-9%
CCN(CCCNC(=O)c1c(C)cc(=O)oc1C)c1cccc(C)c1	-1%	-2%	10µM*	-14%	-3%	0%	3%	-22%
O=C(/C(=N\Nc1ccccc1)Sc1nnnn1-c1ccccc1)c1ccccc1	1%	-7%	1.4µM*	-3%	15%	-12%	1%	-10%
O=C(/C=C/Nc1ccccc1C(F)(F)F)c1ccco1	10µM*	?	1%	-18%	4%[46 µM]	-1%	-21%	?
CC(C)c1ccc(Cn2ccc3c4c(N)nc(NC5CC5)nc4ccc32)cc1	nt	?	2%	nt	nt	30%	0%	-13%
COC(=O)C1C(c2ccc(N(C)C)cc2)C(C(=O)OC)S(=O)(=O)CS1(=O)=O (configuration not stated)	9%	14%	10µM*	-9%	nt	i	-1%	-4%
CN(C1CCCC1)C1CCN(C(=S)Nc2cc(F)cc(F)c2)CC1	-12%	5%	7%	nt	nt	-2%	1%	0%
CCC(C)[C@H](NC(=O)CCn1nnc2ccccc2c1=O)C(=O)O (some centres not stated)	1%	-3%	6%	6%	-3%	-2%	-4%	8%
CCN(CC)N=Nc1ccc(S(N)(=O)=O)cc1	nt	5%	3%	-15%	11%[46 µM]	10%	4%	-8%
C=C(C(=O)O)C(CCCCCC)C(=O)O (configuration not stated)	nt	5%	-4%	1%	nt	i	nt	-11%
COc1ccccc1C(=O)Nc1nnc(SCC(=O)Nc2ccc3c(c2)oc2ccccc23)s1	22µM*	117%	?	9%	?	1%	-4%	?
Cc1cc(=O)oc2cc(OCC(=O)N3CCc4ccccc4C3)ccc12	-8%	?	?	-1%	?	-2%	-1%	?
CCC(NC(=O)Nc1ccc(O)cc1)(C(F)(F)F)C(F)(F)F	-2%	-28%	9%	?	-3%	?	-3%	?
COc1ccc(C(C)=O)cc1CSc1nc2cc(C(=O)O)ccc2c(=O)n1Cc1ccccc1	32%	-7%	20µM*	-5%	14%	i	-1%	-6%
O=C(NCc1nnc(SCc2ccccc2)n1-c1ccc(F)cc1)C12CC3CC(CC(C3)C1)C2	-4%	-1%	0%	2%	-2%	-5%	2%	?
COc1ccc(C(=O)NC(=S)NNC(=O)c2ccc(NC(=O)C(C)C)cc2)cc1	-19%	?	?	8%	?	i	2%	?
CC(C)(C)c1ccc(S(=O)(=O)N2CCSC2)cc1	-20%	6%	?	3%	?	-7%	-1%	2%
Nc1c(C(=O)Nc2ccccc2)c2nc3ccccc3nc2n1-c1ccc(O)cc1	nt	?	nt	5%	nt	-2%	nt	?
CCCn1nnc(NC(=O)c2ccco2)n1	14%	11%	-2%	nt	10%	-9%	4%	-4%
Cc1cc(C)n(CCSCC(=O)O)n1	-14%	-2%	12%	nt	2%	0%	-1%	-10%
Cc1ccc2c(c1)sc1ncc(NC(=O)c3ccc(F)cc3)c(=O)n12	-13%	?	5%	nt	nt	-15%	-1%	-10%
COc1ccc(-c2[nH]ncc2CNCC(C)(C)N2CCOCC2)cc1F	nt	0%	6%	6%	0%[46 µM]	i	1%	-2%
O=S(=O)(Nc1ccccc1)c1ccc(Oc2ncc(C(F)(F)F)cc2Cl)cc1	-54%[inhibitor]	-19%	2%	8%	?	-7%	3%	-21%
Cc1ccccc1C(=O)NNC(=O)CN1C(=O)c2ccccc2C1=O	12%	5%	5%	4%	-12%	i	3%	0%
CCCOP(=O)(c1ccccc1)c1ccccc1	6%	5%	12%	-8%	-10%	-4%	-1%	-3%
C/C(=N/NC(=O)C1CC1(c1ccccc1)c1ccccc1)c1ccco1 (configuration not stated)	-23%	1%	14%	-1%	?	i	1%	-11%
Cc1ccc(C)c(C(=O)N(C)CC(=O)Nc2ccccc2C(F)(F)F)c1	-55%[inhibitor]	6%	-1%	nt	-8%[46 µM]	1%	2%	-9%

Three structures already listed, arranged by formula weight, high to low.
SMILES	SMN2 splice up	JMJD2E inh	ALDH1A1 inh	L3MBTL1 inh	Lamin A splicing	RECQ1 helicase	KinaseGlo FLuc	Tau fibril ThT
Cc1ccccc1C(=O)NNC(=O)CN1C(=O)c2ccccc2C1=O	12%	5%	5%	4%	-12%	i	3%	0%
CCCOP(=O)(c1ccccc1)c1ccccc1	6%	5%	12%	-8%	-10%	-4%	-1%	-3%
CCCn1nnc(NC(=O)c2ccco2)n1	14%	11%	-2%	nt	10%	-9%	4%	-4%

Next section.
SMILES	SMN2 splice up	JMJD2E inh	ALDH1A1 inh	L3MBTL1 inh	Lamin A splicing	RECQ1 helicase	KinaseGlo FLuc	Tau fibril ThT
COC(=O)c1sc2nc[nH]c(=O)c2c1C	-13%	0%	-4%	nt	3%	1%	-2%	-13%
O=C(O)/C(=C\c1ccccc1Cl)c1ccc(S(=O)(=O)N2CCCCC2)s1	nt	-3%	?	-11%	-24%	3%	nt	0%
CCC(COC(C)=O)Nc1nc2c([nH]1)c(=O)n(C)c(=O)n2C (configuration not stated)	nt	-3%	nt	6%	nt	-7%	nt	-4%
CCCCN(C(=O)/C=C/c1ccco1)c1c(N)n(Cc2ccccc2)c(=O)[nH]c1=O	-7%	4%	6%	nt	22%[46 µM]	-10%	-2%	-6%
O=C(NNC(=S)NCCCN1CCOCC1)c1ccncc1	30%	-3%	-5%	0%[2.29 µM]	nt	i	-1%	1%
COc1ccc(C2=NCC(CSc3nnc(-c4ccc5c(c4)OCO5)o3)S2)cc1 (configuration not stated)	-22%	?	-16%	-3%	?	-12%	0%	?
Cc1noc(C)c1C(=O)OCC(=O)Nc1ccccc1C(=O)NC(C)c1ccccc1 (configuration not stated)	-21%	?	0%	1%	-7%	-6%	1%	-12%
O=C(N/N=C/c1ccc(OC(=O)c2ccco2)cc1)c1ccccn1	nt	-5%	-2%	-1%	10%[46 µM]	-4%	-28%	?
O=C(c1ccc(S(=O)(=O)N2CCOCC2)cc1)N1CCN(c2cccc(Cl)c2)CC1	14%	-4%	?	?	?	8%	1%	1%
CCOc1ccc(NC(=O)CSCc2cnn(-c3ccccc3)c2-n2cccc2)cc1	13%	-1%	-9%	nt	-26%	i	19%	?
CCN(CC)c1ccc(/C=C(\C#N)C(N)=S)cc1	nt	-10%	nt	?	nt	-9%	nt	4.5µM*
O=C(CCc1nnc(CCCCc2ccccc2)o1)NC1CCCC1	nt	8%	-8%	8%	15%[46 µM]	i	1%	2%
COc1cc(/C=C2\SC(c3ccc(C)cc3)=NC2=O)ccc1O	20%	-4%	?	-14%	-17%	-7%	2%	14µM*
N#Cc1nc(COc2ccccc2F)oc1N1CCCCCC1	10%	-1%	?	-27%	-8%	i	-3%	-5%
CCCc1nc(NCc2ccc3c(c2)OCO3)c2nnn(Cc3ccccc3Cl)c2n1	3%	0%	-3%	-2%	-5%	0%	1%	3%
O=C(/C=C1\SC(=O)N(CC(=O)Nc2ccc(Cl)cc2)C1=O)Nc1ccc(F)cc1	9%	-5%	11%	-5%	-5%	-13%	1%	-5%
CON/C=C(\C=Nc1ccc(Cl)cc1Cl)c1ncc(C(F)(F)F)cc1Cl	-8%	-1%	12%	3%	-9%	-2%	1%	-17%
CN(C)C(=O)c1cc2cc([N+](=O)[O-])ccc2s1	-9%	4%	-4%	6%	3%	i	2%	-10%
O=C1N=C2SCCN2/C1=C\c1c(Cl)cccc1Cl	-3%	-3%	-1%	-9%	1%	?	-1%	-12%
O=C(CSc1nnc(Cn2c(=O)sc3ccccc32)n1-c1ccccc1)N1CCOCC1	nt	-18%	-2%	-4%	?	5%	nt	-20%
CCOC(=O)CSc1nnnn1-c1cc(OC)c(Cl)cc1OC	-4%	3%	12%	47%[activator]	3%	i	1%	21%
COC(=O)C(C(=O)OC)c1ncccc1[N+](=O)[O-]	nt	3%	20%	1%	nt	-7%	nt	-10%
CC(=O)NCc1ccc(S(=O)(=O)N/N=C/c2ccc(Br)cc2)cc1	4%	?	-13%	4%	-3%	9%	3%	-3%
